# p53 reactivation: qHTS assay for re-activators of p53 using a Luc reporter; actives 0.063% (n = 320,000); Potency, µM (series often up to 92.2 µM), without a hit: at the top dose activity change, positive = activation, usual class: activators; H1299 p53-A138V BP100-luciferase reporter, luminescence, 24 h; note: % of control where 0% means no effect; nearly all actives have a fitted effect of over 45% in size
#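 H1299 (p53-null), stable ts p53-A138V + BP100-Luc; 1000 cells/well, Opti-MEM/10% FBS; cpd 4 pt, 1:5; 24 h, 37 deg C, 5% CO2; detection reagent 10 min RT; luminescence.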
# Rab9 prom act: qHTS Assay for Rab9 Promoter Activators; Potency, µM (top dose mostly 9.22 µM), for the others: at the top dose activation, negative = inhibition, hits mostly activators; actives 2.8% (n = 320,000); AID 485297, 2010; Huh7 Rab9 promoter-luciferase reporter, luminescence, 24 h; note: % of control where 0% means no effect; nearly all actives have a fitted effect of over 60% in size
#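 Promoter activation is measured as luciferase luminescence in Huh7 cells stably transfected with a Rab9 promoter–luciferase construct, following 24 h compound exposure at 37 °C and 10 min reagent incubation at ambient temperature.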
# RORgamma inh: qHTS for inhibitors of ROR gamma transcriptional activity. Nuclear receptor ROR-gamma (Mus musculus), P51450. Drosophila S2 Gal4-RORgamma UAS-luciferase reporter, 20 h. Potency, µM (titrated, usually from 53.6 µM), without a hit: at the top dose activity change, negative = inhibition, most hits filed as inhibitors. actives 5.4% (n = 310,000); note: % is set by controls: 0 for no effect and ±100 for the full control effect; nearly all actives have a fitted effect of over 60% in size
# Target sequence (P51450 whole entry, looked up, the tested form may be a part): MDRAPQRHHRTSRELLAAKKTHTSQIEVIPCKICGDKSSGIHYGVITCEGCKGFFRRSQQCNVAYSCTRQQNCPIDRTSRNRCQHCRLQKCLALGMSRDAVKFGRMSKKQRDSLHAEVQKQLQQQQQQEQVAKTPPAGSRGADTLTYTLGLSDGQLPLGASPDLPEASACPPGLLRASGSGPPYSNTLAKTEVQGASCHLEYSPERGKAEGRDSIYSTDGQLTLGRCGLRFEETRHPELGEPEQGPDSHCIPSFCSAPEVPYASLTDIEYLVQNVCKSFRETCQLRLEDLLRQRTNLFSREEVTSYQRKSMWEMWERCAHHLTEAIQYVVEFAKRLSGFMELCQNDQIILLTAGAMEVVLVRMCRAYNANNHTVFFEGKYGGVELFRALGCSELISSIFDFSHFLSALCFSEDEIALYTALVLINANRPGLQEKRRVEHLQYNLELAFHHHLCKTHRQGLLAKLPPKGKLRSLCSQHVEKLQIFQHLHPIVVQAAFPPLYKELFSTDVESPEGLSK
#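 In this cell-based reporter format, copper sulfate (700 uM final) drives Gal4–ROR gamma fusion expression from a metallothionein promoter in Drosophila Schneider cells; compounds preincubated 1 hr, reporter read after 20 hr at ambient temperature.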
# ELG1 genotoxic: qHTS screen for small molecules that induce genotoxicity in human embryonic kidney (HEK293T) cells expressing luciferase-tagged ELG1; HEK293T ELG1-luciferase reporter, luminescence, 16 h; Potency, µM (top dose mostly 46 µM), for inactives: at the highest dose activity change, positive = activation, actives largely listed as activators; actives 1.3% (n = 330,000); AID 504466, 2011; note: % of control where 0% means no effect; nearly all actives have a fitted effect of over 60% in size
#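 Luminescence read-out: rising ELG1-luciferase signal, reflecting elevated ELG1 protein under genetic stress, flags genotoxic compounds. Cells were treated for 16 hr at 37 °C before ONE-Glo detection.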
# BRCA1 expr up: qHTS Assay to Identify Small Molecule Activators of BRCA1 Expression; MCF7-BRCA1-FFLuc reporter, luminescence, 48 h; response scale: scaled: vehicle 0%, 10 µM genistein 100%; Potency, µM (titrated, usually from 46.1 µM), for the others: at the top dose activation, most hits filed as activators; actives 1.1% (n = 380,000); note: nearly all actives have a fitted effect of over 80% in size; some results filed as inactive show a strong effect at the top dose
#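 48 h compound treatment of MCF7-BRCA1-FFLuc cells (phenol-red free MEM, 37 °C), then 15 min with luciferase substrate and luminescence imaging.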
# MBNL1-CUG inh: qHTS Assay for Inhibitors of MBNL1-poly(CUG) RNA binding; Potency, µM (highest dose often 57.5 µM), without a hit: at the top dose activity change, negative = inhibition, usual class: inhibitors; actives 0.036% (n = 280,000); TR-FRET MBNL1-His/biotin-(CUG)12 binding, 665/545 ratio; Muscleblind-like protein 1 (Homo sapiens), Q9NR56; active = well fitted inhibition curve with a large enough effect in the signal ratio, with a control signal flat, not every such curve was filed as active; inconclusive = small, poorly fitted or top-dose-only effect, or effect the other way, or a change in a side signal; inactive = no such curve, though single readings can be large or run the other way; the % refers to the signal ratio; note: % is set by controls: 0 for no effect and ±100 for the full control effect
# Target sequence (Q9NR56 whole entry, looked up): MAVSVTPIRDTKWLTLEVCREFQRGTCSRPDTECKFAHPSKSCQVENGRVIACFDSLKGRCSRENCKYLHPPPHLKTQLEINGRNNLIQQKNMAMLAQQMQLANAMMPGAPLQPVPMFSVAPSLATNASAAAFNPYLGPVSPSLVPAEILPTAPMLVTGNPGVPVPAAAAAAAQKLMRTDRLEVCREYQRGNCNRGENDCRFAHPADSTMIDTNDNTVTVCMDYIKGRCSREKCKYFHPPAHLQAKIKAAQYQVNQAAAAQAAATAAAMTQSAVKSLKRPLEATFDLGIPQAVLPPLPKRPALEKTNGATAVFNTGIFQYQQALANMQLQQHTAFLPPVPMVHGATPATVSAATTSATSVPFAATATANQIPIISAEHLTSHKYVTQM
#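 Compounds (final 92 nM to 58 uM) are added to His-tagged MBNL1 and biotin-(CUG)12, then terbium anti-His antibody and streptavidin-XL665 (5 nM final). After 60 min at room temperature, the 665/545 nm ratio is read.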
# NPC1 promoter act: qHTS Assay for NPC1 Promoter Activators. Huh7 NPC1 promoter luciferase reporter, 24 h. Potency, µM (doses to about 9.22 µM), for inactives: top-dose activation, hits mostly activators. actives 2.4% (n = 320,000);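 note: % of control where 0% means no effect; nearly all actives have a fitted effect of over 60% in size; reporter is driven by a mutant NPC1 promoter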
#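 Quantitative HTS used a cell-based reporter: Huh7 cells stably bearing the NPC1 promoter upstream of luciferase were treated with compounds for 24 h, and promoter activation was read as luminescence.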
# VP16 counter: VP16 counterscreen qHTS for inhibitors of ROR gamma transcriptional activity. Drosophila S2 Gal4-VP16 UAS-luciferase, luminescence, 20 h. AID 2546, 2010. Potency, µM (highest dose often 53.6 µM), for inactives: top-dose activity, negative = inhibition, usual class: inhibitors. actives 3.5% (n = 310,000);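 note: Gal4-VP16 expression switched on by copper sulfate through the metallothionein promoter; % is set by controls: 0 for no effect and ±100 for the full control effect; nearly all actives have a fitted effect of over 50% in size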
# FLuc counter: qHTS profiling assay for firefly luciferase inhibitor/activator using purifed enzyme and Km concentrations of substrates (counterscreen for miR-21 project); Luciferin 4-monooxygenase (Photinus pyralis), P08659; actives 6.9% (n = 360,000); purified FLuc, Km substrates, luminescence inhibition; Potency, µM (top dose mostly 57.5 µM), inactives show at the top dose activity change, negative = inhibition, most hits filed as inhibitors;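 note: plate controls were vehicle for no effect and reference inhibitor for full effect; nearly all actives have a fitted effect of over 55% in size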
#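 Biochemical qHTS of compounds, final roughly 60 µM downward over six points, against 10 nM purified firefly luciferase using Km concentrations of substrates (10 uM D-luciferin, 10 uM ATP) in Tris acetate pH 7.5 buffer; luminescence output.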
# uPA generation: qHTS for Inhibitors of Cell Surface uPA Generation | cell surface uPA generation assay, qHTS | Potency, µM (doses to about 38.3 µM), inactives show top-dose activity change, negative = inhibition, usual class: inhibitors | actives 0.31% (n = 330,000) | AID 540303, 2011; active = well fitted inhibition curve with a large enough effect; inconclusive = small, poorly fitted or top-dose-only effect; inactive = no such curve, though single readings can be large or run the other way; tested in mouse RAW 264.7 cells; note: % is set by controls: 0 for no effect and ±100 for the full control effect; nearly all actives have a fitted effect of over 55% in size
# Numbers without * were called inactive; ? = inconclusive; . = no result given; & = joins results of further samples; [ ] = another dose, or the depositor's remark. Unless noted, calls come from the whole dose curve; as a rule, active = well fitted curve in the direction sought with a large enough effect; inconclusive = small, poorly fitted or top-dose-only effect, or another doubt; inactive = no such curve, though single readings can be large; an effect the other way counts as inactive or inconclusive. Potency is the fitted concentration of half-maximal effect. Rows are unselected, and some 13% of all compounds hit somewhere here.
SMILES,p53 reactivation,Rab9 prom act,RORgamma inh,ELG1 genotoxic,BRCA1 expr up,MBNL1-CUG inh,NPC1 promoter act,VP16 counter,FLuc counter,uPA generation
c1ccc(CNc2ccc(CNc3ncn[nH]3)cc2)cc1,8%,2%,-15%,7%,43%,-8%,1%,20%,-7%,-4%
O=S(=O)(Cc1ccccc1Cl)N1CCCCC1,3%,3%,-23%,-3%,-4%,7%,4%,-1%,-6%,0%
S=c1[nH]nc(-c2cc(-c3ccccc3)n[nH]2)n1/N=C/c1c2ccccc2cc2ccccc12,2%,-3%,7.9µM*,0%,-36%,-7%,3%,6.3µM*,-14%,-3%
CC1Cc2ccccc2N1S(=O)(=O)c1cnc[nH]1 (stereo unspecified),1%,1%,7%,-1%,-20%,-1%,-3%,8%,5%,-1%
Cc1cccc(NC(=O)c2ccc(C3SCC(=O)N3CCc3ccccc3)cc2)c1 (stereo unspecified),14%,-9%,?,-4%,-47%,-6%,-5%,?,1%,-6%
O=C(O)c1cccc(-c2ccc(/C=N/NC(=O)C3COc4ccccc4O3)o2)c1 (stereo unspecified),4%,-2%,36%,9%,72%,?,1%,-8%,24µM*,6%
CCCCC1=CC2=CC(=O)C(C)(OC(=O)c3cnc4ccccc4n3)C(=O)C2=CO1 (stereo unspecified),1%,-6%,4%&-9%,0%,.,?,-5%,-4%&5%,0%,.
CC1CCC(NS(=O)(=O)c2ccc3c(c2)CC(=O)N3)CC1 (stereo unspecified),4%,-2%,4%,1%,1%,-5%,-1%,2%,3%,-3%
c1ccc(-c2cnc(SCCN3CCOCC3)n2CC2CCCO2)cc1 (stereo unspecified),-6%,-2%,-38%,3%,-14%,0%,-4%,0%,-2%,1%
CCC(=O)Nc1nc(CC(=O)Nc2ccccc2)cs1,0%,-5%,-1%,3%,-13%,-12%,-2%,13%,0%,2%

# Given with bars between the fields: part of the list above.
SMILES | p53 reactivation | Rab9 prom act | RORgamma inh | ELG1 genotoxic | BRCA1 expr up | MBNL1-CUG inh | NPC1 promoter act | VP16 counter | FLuc counter | uPA generation
c1ccc(-c2cnc(SCCN3CCOCC3)n2CC2CCCO2)cc1 (stereo unspecified) | -6% | -2% | -38% | 3% | -14% | 0% | -4% | 0% | -2% | 1%
S=c1[nH]nc(-c2cc(-c3ccccc3)n[nH]2)n1/N=C/c1c2ccccc2cc2ccccc12 | 2% | -3% | 7.9µM* | 0% | -36% | -7% | 3% | 6.3µM* | -14% | -3%

# Entries of single compounds, quoted from the list:
# Profile of Cc1cccc(NC(=O)c2ccc(C3SCC(=O)N3CCc3ccccc3)cc2)c1 (stereo unspecified) = p53 reactivation: 14%; Rab9 prom act: -9%; RORgamma inh: ?; ELG1 genotoxic: -4%; BRCA1 expr up: -47%; MBNL1-CUG inh: -6%; NPC1 promoter act: -5%; VP16 counter: ?; FLuc counter: 1%; uPA generation: -6%
# Profile of O=C(O)c1cccc(-c2ccc(/C=N/NC(=O)C3COc4ccccc4O3)o2)c1 (stereo unspecified) = p53 reactivation: 4%; Rab9 prom act: -2%; RORgamma inh: 36%; ELG1 genotoxic: 9%; BRCA1 expr up: 72%; MBNL1-CUG inh: ?; NPC1 promoter act: 1%; VP16 counter: -8%; FLuc counter: 24µM*; uPA generation: 6%

# Other results follow.
SMILES,p53 reactivation,Rab9 prom act,RORgamma inh,ELG1 genotoxic,BRCA1 expr up,MBNL1-CUG inh,NPC1 promoter act,VP16 counter,FLuc counter,uPA generation
Cc1cc(C)c(NC(=O)CSc2nc3ncc(Cl)cc3[nH]2)c(C)c1,0%,-7%,78%,-5%,1%,-1%,1%,2%,1%,5%
CCN(CC)CCCn1c2c(c(SCC(=O)Nc3ccc(OC(F)(F)F)cc3)nc1=O)CCC2,?,-5%,.,?,-56%,.,-3%,.,-2%,-3%
CCOC(=O)C1=C(C)Nc2ccc(C)cc2S1,12%,4%,2%,0%,0%,7%,15%,-1%,?,-3%
COCCCNc1nc(-c2ccc(Cl)cc2)nc2ccccc12,-64%[inhibitor],8%,23%,-14%,-52%,-6%,4%,-5%,-7%,-7%
CC(=O)Nc1ccc(NC(=S)NC(=O)c2oc3ccccc3c2C)cc1,17%,6%,14%,10%,26%,-4%,1%,-8%,0%,2%
O=C(CN1CCN(c2ccc(Cl)cc2)CC1)c1ccccc1,-4%,0%,0%,0%,5%,6%,-5%,14%,-5%,5%
COCCCNC(=O)c1ccc(CS(=O)(=O)c2ccccc2OC)o1,-1%,-8%,10%,0%,-5%,0%,-5%,2%,0%,7%
Cc1csc2ncnc(NCCc3ccccn3)c12,8%,-31%[inhibitor],-6%,-1%,-4%,.,-26%,10µM*,-15%,?
CC(=O)Nc1cccc(NS(=O)(=O)c2cccc3nsnc23)c1,-8%,-1%,-6%[0.365 µM],3%,4%,?,-1%,.,4%,-3%
CCOC(=O)N1CCC(c2cc(=O)n3[nH]c(C)c(-c4ccc(F)cc4)c3n2)CC1,-2%,0%,10µM*,-32%[inhibitor],-55%,-2%,-2%,13µM*,2%,?
O=C(N/N=C/c1cccc(O)c1)c1cc(C2CC2)nc2ccccc12,1%,-4%,-6%,-8%,-33%,13%,-2%,-8%,?,1%
C=CCNc1nnc(SC2CC(=O)N(c3ccc(OCCC)cc3)C2=O)s1 (stereo unspecified),-8%,-5%,?,-4%,0%,13%,-2%,18µM*,5%,0%
CC1CCCCN1C(=O)C(=O)c1cn(CC(=O)N2CCCCCC2)c2ccccc12 (stereo unspecified),0%,10%,9%,0%,0%,-1%,10%,4%,-5%,0%
NC(=O)C1CCN(C(=O)CSc2ncccn2)CC1,-1%,-4%,-21%,4%,-5%,-1%,-3%,-5%,-1%,-12%
S=c1[nH]nc(-c2ccc(Cl)cc2Cl)n1-c1ccc(Cl)cc1,?,7%,6.3µM*,-5%,19%,2%,1%,?,-2%,-2%
O=C(/C=C/c1ccc2c(c1)S(=O)(=O)N(Cc1ccccc1)[C@H]2CC(=O)N1CCOCC1)N1CCOCC1,-1%,.,.,1%,0%,.,.,.,.,-8%
C[C@@H]1CCCCCCCCC(=O)OCCN(C(=O)OC(C)(C)C)[C@H](C)CCCCCCCCC(=O)OCCN(C(=O)OC(C)(C)C)[C@H](C)CCCCCCCCC(=O)OCCN1C(=O)OC(C)(C)C,-1%,.,.,1%,7%,.,.,.,.,6%
CC(C)n1c(-c2ccc(C(C)(C)C)cc2)n[nH]c1=S,5%,0%,4.5µM*,-12%,-56%,7%,1%,10µM*,-2%,.
Cc1ccc(S(=O)(=O)Nc2ccccc2C(O)c2ccccc2)cc1 (stereo unspecified),1%,3%,0%,-6%,-22%,11%,-6%,-11%,0%,1%
COc1ccc(NC(=O)Nc2ccc(C)cc2Br)c(OC)c1,-2%,-2%,0%,13%,-15%,2%,-1%,-9%,0%,1%
O=C(COc1ccc(Br)cc1Cl)N1CCN(c2ccccn2)CC1,-36%[inhibitor],2%,-7%,-2%,6%,-1%,0%,-8%,-3%,-6%
O=C(O)c1cc([N+](=O)[O-])ccc1N1CCCCC1,-10%,1%,-4%,0%,32%,?,-1%,2%,-1%,1%
Cc1ccc(N2CCCC2=O)cc1S(=O)(=O)N1CCOCC1,-4%,-5%,-12%,7%,19%,-4%,-1%,-7%,5%,2%
O=C(NCCCN1CCOCC1)C(=O)NCC1OCCN1S(=O)(=O)c1ccc(F)cc1 (stereo unspecified),-1%,1%,2%,-1%,-28%,-4%,1%,4%,5%,4%
COc1ccc([C@H]2CC(=O)C=C(c3ccc(CO)cc3)C2)cc1,0%,2%,.,4%,44%,.,0%,.,-1%,-1%
CCc1c(C)[nH]c(C(=O)OCc2ccccc2)c1C,24%,?,19%,?,69%,-2%,21%,-27%,?,5%
CC1CCCCN1S(=O)(=O)c1ccc2[nH]c(=O)cc(C(=O)NCCCN3CCCCCC3)c2c1 (stereo unspecified),-8%,-2%,-2%,-1%,1%,-7%,2%,1%,0%,1%
OC1(c2ccc(OC(F)F)cc2)CSC(=Nc2cccnc2)N1Cc1ccco1 (stereo unspecified),-4%,-14%,?,-15%,-22%,-7%,-5%,?,0%,-15%
COc1cc(/C(C)=N/NC(=O)C(O)(c2ccccc2)c2ccccc2)ccc1O,-4%,26%,?,15%,-4%,-3%,-2%,8%[10 µM],-6%,-1%
Cc1ccc(NC(=S)NN(C)c2nc(C)cnc2C)cc1,-9%,-3%,?,-4%,-1%,14%,2%,?,1%,-2%
COc1ccc(-n2nnnc2S(=O)(=O)Cc2ccc(C(=O)O)cc2)cc1,-34%[inhibitor],-21%,-40%,2%,-51%,-9%,-10%,4%,-3%,.
O=C1[C@H](c2ccccc2)[C@@H](c2ccccc2)N1c1ccncc1,-4%,.,.,2%,-16%,.,.,.,.,-15%
